RXFP1 antag – antagonists of human relaxin receptor RXFP1; Q9HBX9; AID 1259400; 350,000 compounds, 0.59% hits; HEK293-RXFP1, relaxin-stimulated cAMP HTRF, 30 min; active compounds read low; activity change, negative = inhibition, % at 57.5 µM;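 active = activity change of -60% or lower, but not beyond a set lower limit; inconclusive = change between -60% and -40%, or beyond the set limit; inactive = change above -40%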; also: % is scaled to controls: 0 for no effect and ±100 for the full control effect
Target sequence (Q9HBX9 whole entry, looked up): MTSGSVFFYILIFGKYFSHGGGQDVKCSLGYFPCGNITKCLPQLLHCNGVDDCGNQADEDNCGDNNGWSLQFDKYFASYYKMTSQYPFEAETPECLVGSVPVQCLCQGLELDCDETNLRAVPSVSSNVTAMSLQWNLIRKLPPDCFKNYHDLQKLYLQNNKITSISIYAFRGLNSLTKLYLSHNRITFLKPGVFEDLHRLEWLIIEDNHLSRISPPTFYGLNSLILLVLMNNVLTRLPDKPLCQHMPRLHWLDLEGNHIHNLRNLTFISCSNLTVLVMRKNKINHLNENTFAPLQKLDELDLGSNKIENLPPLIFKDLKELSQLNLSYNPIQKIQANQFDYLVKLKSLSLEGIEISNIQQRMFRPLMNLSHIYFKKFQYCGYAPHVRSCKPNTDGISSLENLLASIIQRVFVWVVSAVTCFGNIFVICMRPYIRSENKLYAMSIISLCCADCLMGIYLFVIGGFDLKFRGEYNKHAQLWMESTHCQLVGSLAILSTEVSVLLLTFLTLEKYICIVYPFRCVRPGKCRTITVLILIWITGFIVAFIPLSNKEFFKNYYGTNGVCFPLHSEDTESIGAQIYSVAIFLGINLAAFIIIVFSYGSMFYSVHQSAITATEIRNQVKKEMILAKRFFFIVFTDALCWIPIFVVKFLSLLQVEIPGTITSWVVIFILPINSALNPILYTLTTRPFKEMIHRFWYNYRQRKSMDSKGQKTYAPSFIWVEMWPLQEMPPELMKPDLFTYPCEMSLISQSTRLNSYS
D2 potentiator – positive allosteric modulators of human D2 dopamine receptor; 340,000 compounds, 0.34% hits; HEK293 T-REx D2, calcium flux, EC20 dopamine potentiation; AID 485347; potentiation, % at 10 µM; P14416;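 active = potentiation over 3 SD above the plate norm, cut at about 30% in these data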; also: 0% is about no effect
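Potentiation of an EC20 dopamine calcium response is measured in a force-coupled, tetracycline-inducible Hek293 Trex D2 line. Compound-only kinetic reads over 180 s flag agonists before dopamine addition.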
Vif-A3G inh – inhibitors of Vif-APOBEC3G interaction; 410,000 compounds, 0.076% hits; HeLa A3G-eYFP + Vif (tagged APOBEC3G with the HIV-1 protein that degrades it), YFP fluorescence, overnight; Q9HC16; Potency, µM (titrated, usually from 46.1 µM), without a hit: at the highest dose activity, negative = active, hits mostly inhibitors;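 also: potency is read from the fitted curve at half-maximal effect; % is scaled to controls: 0 for no effect and ±100 for the full control effect; nearly all actives have a fitted effect of over 60% in size; hits raise eYFP signal because A3G escapes Vif-driven loss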
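Read-out is eYFP fluorescence (Ex 488/Em 500-530) from Vif-expressing HeLa A3G-eYFP cells; more signal means A3G escaped Vif-mediated degradation. Cells plated overnight, compound pinned in, incubated overnight at 37 deg C.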
D1 ag – human D1 receptor agonism. HEK293 T-REx D1 cells, calcium flux, agonist mode. 360,000 compounds, 1% hits. P21728. activation, % at 2 µM. AID 504660; in the data active = activation above about 30%; also: 0% is about no effect
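Tetracycline-induced HEK293 TREx D1 cells, force-coupled to calcium signalling, were dye-loaded with a no-wash calcium kit. Compound was pin-added after a 10 s baseline. Fluorescence was read kinetically at 1 cycle/s for 180 s, with calcium rises flagged as agonism.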
Vif-APOBEC3F blk – blocks the Vif interaction with APOBEC3F; HeLa A3F-eYFP + Vif (tagged APOBEC3F with the HIV-1 protein that degrades it), YFP fluorescence increase; Potency, µM (highest dose often 46.1 µM), for the others: at the top dose activity, negative = active; 390,000 compounds, 0.2% hits; also: potency is read from the fitted curve at half-maximal effect; % of control where 0% means no effect; nearly all actives have a fitted effect of over 65% in size
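HeLa cells stably expressing Vif plus C-terminally eYFP-tagged A3F were seeded, incubated overnight at 37 deg C, dosed with compound, incubated overnight again at 37 deg C. Yellow fluorescence (Ex 488/Em 500-530) reported blocked Vif-mediated A3F-eYFP degradation.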
D1 potentiator – potentiators of human D1 dopamine receptor; potentiation, % at 10 µM; 360,000 compounds, 0.036% hits; P21728; HEK293 TREx D1 cells, calcium flux, dopamine EC20 potentiation; AID 504651; in the data active = potentiation above about 30%; also: 0% is about no effect
D1 antagonist – blocks dopamine activation of the human D1 receptor. P21728. HEK293 TREx D1 cells, calcium flux, dopamine EC80; active compounds read low. activity change, negative = inhibition, % at 10 µM. 360,000 compounds, 3.2% hits. AID 504652; in the data active = activity change below about -30%; also: % is scaled to controls: 0 for no effect and ±100 for the full control effect
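Cells carrying a force-coupled, tetracycline-inducible human D1 receptor report calcium flux. Each well gets a 10 s baseline, compound with 180 s monitoring, then an EC80 dopamine stimulus with a second 180 s kinetic read.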
Glioma ERSR ind – inducers of ER stress response in human glioma cells; U87-MG GRP78 promoter luciferase reporter, 16 h; 420,000 compounds, 0.02% hits; Potency, µM, without a hit: top-dose activation, most hits filed as activators; also: potency is read from the fitted curve at half-maximal effect; series mostly up to about 76 µM; % of control where 0% means no effect; nearly all actives have a fitted effect of over 35% in size
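Stably transfected U87-MG glioma cells carrying a GRP78-based luciferase sensor; 16 h compound incubation. Luminescence end-point read 10 min after Bright-Glo addition at room temperature.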
RXFP1 ag – RXFP1 (human) receptor agonism. Q9HBX9. HEK293T-RXFP1 cAMP TR-FRET, 30 min; response scale: percent of porcine relaxin response, buffer zero. Potency, µM (top dose mostly 57.5 µM), for the others: at the highest dose activation, usual class: activators. 370,000 compounds, 0.3% hits. AID 2676; also: potency is read from the fitted curve at half-maximal effect; % is scaled to controls: 0 for no effect and ±100 for the full control effect; nearly all actives have a fitted effect of over 60% in size; many of its hits are not listed in these tables
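cAMP rise read by TR-FRET after 30 min, 37C compound exposure (up to 58 uM) in RXFP1-transfected HEK293 cells with Ro 20174 present. EC50 from Hill-equation fits, with 29 nM porcine relaxin as 100% and buffer as basal.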
* = called active by the depositor; ? = inconclusive; nt = not tested or not shown. Unless noted, calls follow the shape of the dose curve; as a rule, active = well fitted curve in the direction sought with a large enough effect; inconclusive = small, poorly fitted or top-dose-only effect, or another doubt; inactive = no such curve, though single readings can be large; an effect the other way counts as inactive or inconclusive. The list is partial; rates above refer to the full screens.

SMILES | RXFP1 antag | D2 potentiator | Vif-A3G inh | D1 ag | Vif-APOBEC3F blk | D1 potentiator | D1 antagonist | Glioma ERSR ind | RXFP1 ag
CCCCNC(=O)/C(C#N)=C/c1ccc(-c2ccc(S(=O)(=O)N3CCOCC3)cc2)o1 | 5 | 6 | -1% | 11 | -22% | -2 | -13 | -3% | 4.8%
COc1ccc(C(=O)NCCSc2ccccc2)cc1OC | -18 | 5 | 0% | -1 | -10% | 5 | nt | 5% | -0.6%
COc1cccc(C(=O)N2CCN(Cc3ccccn3)CC2)c1OC | -3 | 4 | -3% | 3 | -10% | -4 | -13 | -2% | 2.5%
Cc1ccc(S(=O)(=O)Nc2ccc3c(c2)CCCN3C(=O)c2cccs2)cc1C | -8 | 20 | -1% | -1 | 4% | 0 | -23 | -5% | 0.4%
O=c1[nH]oc2cc(Cl)ccc12 | -6 | -1 | 1% | 0 | -5% | 6 | 8 | -3% | -0.2%
COc1ccccc1Nc1ncnc2sccc12 | 4 | 11 | -2% | 1 | 3% | -3 | 7 | 1% | 1.1%
Cc1cccc(-c2onc3ccc(C4(C)OCCO4)cc23)c1 | -5 | -12 | 0% | 4 | 1% | 4 | 2 | 6% | 0.0%
CC(C)C(OC(=O)c1cccs1)C(=O)NCCc1ccccc1 (configuration not stated) | -5 | 4 | -1% | 1 | -19% | -2 | 0 | 0% | -3.0%
Cc1ccc(-c2nc3sc(CCNS(=O)(=O)c4cc(F)ccc4F)c(C)n3n2)cc1 | -4 | 6 | 1% | 11 | 3% | 2 | nt | -1% | 0.6%
COc1cc(O)sc1C=Nc1ccc(Cl)cc1Cl | 15 | 2 | -4% | 0 | -5% | -4 | 12 | 2% | 2.8%
O=C(CN1CCCC1=O)NC1C2CC3CC(C2)CC1C3 (configuration not stated) | -8 | -10 | 1% | 4 | 2% | -4 | 1 | -1% | 1.6%
CC(=O)c1ccc(Nc2ncnc3c2oc2ccccc23)cc1 | -3 | 2 | -3% | 1 | 2% | -2 | 0 | 2% | 3.5%
Cc1ccc(S(=O)(=O)N(CC(=O)NCCSc2ccccn2)c2cc(C)cc(C)c2)cc1 | -7 | 2 | 0% | 3 | 7% | -7 | 0 | 4% | -0.8%
CC1=C2C(CCS2(=O)=O)CC2(C1)C(=O)OC(C)(C)OC2=O (configuration not stated) | -6 | -7 | 0% | 1 | nt | 2 | -20 | -4% | 0.3%
Cc1ccc(NCc2ccc(O)c3ncccc23)cc1C | -1 | 17 | 1% | 3 | -30% | -4 | -13 | 0% | -2.0%
COc1ccc(CNC(=S)NC2CCCC2)cc1 | 2 | 10 | 0% | 2 | 0% | -6 | -3 | -1% | 0.2%
CCOc1ccc(S(=O)(=O)Nc2ccc(C(=O)N3CCCC3)cc2)cc1 | -5 | 4 | 1% | 8 | 6% | 4 | 5 | 0% | 0.5%
Cc1nc2[nH]c(=S)[nH]c2cc1Br | -8 | nt | -1% | 2 | 8% | -7 | -5 | 0% | 4.3%
CC1=NN(C(=O)c2ccc(Br)cc2)C(O)(C(F)(F)OC(F)(F)F)C1 (configuration not stated) | -32 | -9 | -3% | 5 | ? | 1 | -14 | 0% | 2.2%
CC(C)c1ccc(CNCCSc2nnnn2-c2ccccc2)cc1 | -20 | -22 | 3% | 56* | -191% | 6 | 10 | 1% | 0.2%
CC(C)n1c(SCCCc2ccccc2)nc2c1c(=O)[nH]c(=O)n2C | -4 | 5 | 0% | 8 | -2% | 0 | 24 | -3% | -0.2%
O=C(CSc1nnnn1-c1cccc(O)c1)NC1CC1 | 3 | 2 | -2% | 2 | 1% | 0 | -3 | 3% | -3.0%
CC(C)(C)OC(=O)N[C@@H](C(=O)OC(C)(C)C)c1ccc(C(F)(F)F)cc1 | nt | 23 | 1% | -1 | -13% | -1 | nt | -5% | -1.5%
CCN1C(=O)C2C(c3cccc(F)c3)NC(C)(C(=O)OC)C2C1=O (configuration not stated) | -2 | 2 | 0% | 1 | -3% | -3 | -22 | -4% | -0.4%
Cc1ccc(OCCCCn2cnc3ccccc32)c(C)c1 | -18 | 2 | 1% | 14 | -4% | -5 | -23 | 12% | 2.0%
COCCNC(=O)c1c(NC(=O)c2cc(=O)c3cc(C)cc(C)c3o2)sc2c1CCCC2 | 7 | 5 | 0% | 2 | 0% | 0 | 8 | -4% | 0.5%
Cc1ccc(C)c(S(=O)(=O)NCC(c2ccco2)S(=O)(=O)c2ccc(F)cc2)c1 (configuration not stated) | -12 | 8 | 9% | 22 | 1% | -3 | nt | -4% | 4.0%
O=C(Nc1ccc(Cl)cn1)c1ccccc1SCc1ccccc1 | -2 | 6 | -8% | 4 | 5% | -5 | -5 | 2% | 4.7%
c1ccc(CSc2ccc(-c3ccccn3)nn2)cc1 | -1 | 5 | -6% | 1 | 1% | -4 | 11 | -12% | -1.8%
CC(C)[C@H](NC(=O)OCc1ccccc1)C(=O)OCC(=O)c1ccccc1 | -11 | nt | 1% | nt | 0% | nt | nt | 2% | nt
O=C1CN2NC(=S)N(c3ccc(Cl)cc3)C2=CN1c1ccc(Cl)cc1 | -4 | -1 | -1% | 1 | 2% | -7 | 2 | -5% | 2.5%
CC1CCN(C(=O)CSc2nnc3c(n2)[nH]c2ccccc23)CC1 | 1 | -2 | -3% | 1 | 13% | -6 | 4 | -2% | 7.4%
Cc1noc(C)c1CSCC(=O)Nc1nc2ccccc2s1 | 6 | -4 | -3% | 26 | 0% | -1 | 3 | 10% | -1.6%
O=C(c1ccc(S(=O)(=O)N2CCCC2)cc1)N1CCN(c2ccccc2)CC1 | -2 | 15 | 2% | 2 | 3% | -6 | -12 | 1% | 3.6%
Cc1nc2cc(-c3ccsc3-n3c(C)ccc3C)[nH]n2c(=O)c1Cl | ? | 0 | -5% | 1 | 8% | -3 | 6 | -4% | -0.3%
COc1ccccc1/C=N/OCC(=O)NCc1ccc2c(c1)OCO2 | 8 | 1 | -5% | 2 | -8% | -1 | -1 | -4% | -3.1%
NNC(=O)c1ccc(COc2cccc3ccccc23)cc1 | -6 | 14 | -4% | 1 | 4% | -6 | -28 | -1% | -0.3%
Cn1cc(CN(Cc2ccccc2)C[C@@H]2CCC(=O)N2)c(-c2ccccc2F)n1 | -17 | -1 | -12% | 2 | -12% | -1 | 0 | 2% | 1.3%
COc1cccc(C=C2SC(=S)NC2=O)c1 | -11 | nt | -13% | nt | 14% | nt | nt | 0% | nt
CC(C)COc1ccc(-c2nn(-c3ccccc3)cc2/C=C2/SC(=S)N(CC(=O)O)C2=O)cc1 | 3 | -10 | 0% | 28 | 17% | 4 | -19 | -1% | -2.5%
O=C(Nc1cccc(Cl)c1)c1ccc(NCC2CCCO2)c([N+](=O)[O-])c1 (configuration not stated) | 9 | -2 | -2% | 2 | 4% | 5 | -8 | -6% | -0.4%
CN(C)c1ccc(C(=O)OCC#CCSc2nnc(-c3cccc4ccccc34)o2)cc1 | nt | nt | 1% | 3 | 3% | 12 | 19 | -4% | 0.3%
N#Cc1ccc(OCC(=O)Nc2nc(-c3cccnc3)cs2)cc1 | -5 | -4 | -10% | 1 | 0% | -7 | 9 | -5% | 0.0%
COc1ccccc1NC(=O)Cn1nnc(-c2ccccc2NC(=O)c2cnccn2)n1 | -16 | -1 | 0% | 4 | 1% | 0 | -16 | -7% | -1.0%
COc1ccc2c(c1)O[C@@]1(CCCC[C@@H]1C)CC2=O | nt | nt | -5% | 1 | 1% | -6 | 3 | -2% | 0.0%
O=C(c1ccccc1)N1CCN(CC#CC2(O)CCCCC2)CC1 | 6 | -10 | 1% | 1 | -2% | 3 | 15 | -2% | -0.6%
O=S(=O)(c1ccc(-c2csc(-c3cccnc3)n2)cc1)N1CCOCC1 | 2 | nt | 0% | 2 | 15% | -1 | -8 | -4% | 2.8%
Cc1c(NC(=O)COC(=O)/C=C/c2cccc(F)c2)c(=O)n(-c2ccccc2)n1C | 4 | nt | 0% | nt | -4% | nt | nt | -3% | nt
Cc1sc2nc(SC3CCOC3=O)n(Cc3ccccc3)c(=O)c2c1C (configuration not stated) | -11 | -2 | 1% | 2 | 1% | 3 | 8 | -3% | 0.2%
Cn1c(CNC(=O)c2ccccc2F)nnc1SCC(=O)Nc1nnc(C2CC2)s1 | ? | -6 | -3% | 2 | -20% | -9 | 1 | -1% | 1.8%
COCCn1cnc2c1c(=O)n(CC#N)c(=O)n2Cc1ccccc1 | -8 | 17 | 1% | 2 | -1% | 4 | -28 | -2% | -0.6%
O=C(NC1CC(=O)N(c2ccc(F)cc2)C1)c1cccs1 (configuration not stated) | -19 | 7 | 5% | 2 | 0% | 1 | nt | -7% | 1.6%
Nc1nc2ccc(C(=O)Nc3ccc(N4CCOCC4)cc3)cc2s1 | 3 | nt | -5% | nt | -8% | nt | nt | 2% | nt
CCOC(=O)C1CCN(Cc2cc(=O)oc3cc(C)ccc23)CC1 | -4 | 10 | 3% | 3 | 4% | -1 | -7 | -1% | 4.0%
COc1cc(S(=O)(=O)N2CCC(C(N)=O)CC2)c(C)cc1C | -1 | 11 | -2% | -3 | -5% | 1 | -8 | -1% | 1.5%
CC(C)CC1C(C#N)=C(N)OC2=C1C(=O)CC(c1ccccc1)C2 (configuration not stated) | 1 | -1 | 2% | 1 | 9% | 5 | 7 | 2% | 0.1%
O=C(COC(=O)c1ccc(N2CCCC2=O)cc1)Nc1ccccc1 | -13 | 5 | -1% | 4 | -1% | 6 | 8 | 4% | 0.3%
C=CCn1c(C)cc(C(=O)CSc2nnc3c(Cl)cc(Cl)cn23)c1C | 2 | -5 | -1% | 0 | 0% | -7 | -25 | -3% | -0.3%
CC(C)C(=O)Nc1nnc(CCN2CCOCC2)s1 | 12 | 9 | 1% | -1 | -2% | -2 | -3 | 0% | 1.1%
COc1ccc(C(=O)N2CCc3[nH]nc(-c4ccccc4)c3C2)cc1 | -20 | nt | 3% | 3 | 1% | -5 | -5 | -6% | -3.6%

Assay outcomes: PubChem BioAssay, National Center for Advancing Translational Sciences (NCATS)
